From PubChem BioAssay
MC4R barr agon: activates human MC4R beta-arrestin recruitment; P32245; hit rate 0.98% among 360,000; U2OS MC4R beta-arrestin complementation, luminescence; percent of melanotan II response, DMSO zero; activation, % at 8.9 µM;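 active = activation above a per-plate cutoff, the mean activation of sample wells on that plate plus 3 SD, cut at about 8% in these data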
LRH-1 inv ag: suppresses constitutive activity of human LRH-1; O00482; HEK293T StAR-luciferase reporter, LRH-1 transfected, 24 h; inhibition, % at 3.6 µM; hit rate 0.13% among 360,000;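 active = inhibition above the mean inhibition of all tested compounds plus 3 SD, cut at about 73% in these data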;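 also: 0% = DMSO wells and 100% = reporter-only cells lacking LRH-1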
EBV LMP1 NFkB: Epstein-Barr LMP1 NF-kappaB reporter inhibition; LMP1-induced NF-kappaB luciferase reporter cells, luminescence; inhibition, % at 12.5 µM; hit rate 0.69% among 350,000; in the data active = inhibition above about 41%;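 also: 0% = neutral control wells and 100% = reference inhibitor control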
SRC1 inh: human NCOA1 inhibition | Q15788 | HEK293 GAL4-SRC1 luciferase reporter, luminescence | inhibition, % at 3.6 µM | hit rate 0.12% among 360,000;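 active = inhibition above the campaign mean plus 3 SD, with each screening campaign given its own cutoff, cut at about 60% in these data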;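 also: 0% = DMSO treated cells and 100% = gossypol at 36 µM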
NOD2 RIPK2 PPI: inhibitors of human NOD2-RIPK2 interaction. O43353. CHO BLA complementation NOD2-RIPK2, CCF4 ratio. inhibition, % at 4.98 µM. hit rate 0.38% among 360,000; in the data active = inhibition above about 21%;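 also: 0% = vehicle only and 100% = reference blocker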
ABHD5 PLIN5 PPI: blocks binding of human ABHD5 to perilipin-5; Q00G26+Q8WTS1; Split G. princeps luciferase complementation, luminescence, 4 h; inhibition, % at 4 µM; hit rate 0.78% among 360,000; AID 602281;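 active = inhibition above the mean inhibition across every tested compound plus 3 SD, cut at about 22% in these data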;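 also: 0% = DMSO only wells and the 100% control is not disclosed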
SRC2 inh: human SRC2 (NCOA2) inhibition; HEK293 GAL4-SRC2 luciferase reporter, luminescence; inhibition, % at 9 µM; hit rate 0.17% among 370,000;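 active = inhibition above the mean inhibition of all tested compounds plus 3 SD, set per campaign, cut at about 52% in these data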;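 also: 0% = DMSO treated cells and 100% = cells given Gossypol at 36 µM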
NCOA3 inh: inhibitors of human steroid receptor coactivator 3 (SRC3); HEK293 GAL4-SRC3 luciferase reporter, luminescence; inhibition, % at 3.6 µM; hit rate 0.17% among 360,000; AID 588352;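 active = inhibition above a per-campaign cutoff, the mean of all compounds plus 3 SD, cut at about 60% in these data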;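 also: 0% = DMSO-treated cells and 100% = gossypol-treated cells at 36 µM; higher means less SRC3-driven luciferase light from the GAL4 reporter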
NR2F2 inh: blocks human COUP-TFII nuclear receptor | hit rate 0.7% among 370,000 | HEK293T NGFI-A luciferase reporter, luminescence | inhibition, % at 8.6 µM;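 active = inhibition above a per-plate cutoff, mean inhibition of test wells between control levels plus 3 SD, cut at about 38% in these data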;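 also: cells cotransfected with COUP-TFII expression vector driving the NGFI-A reporter; 0% = median of COUP-TF2 test wells and 100% = reporter-only cells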
MC4R antagonist: human MC4R antagonism in cAMP assay. MC4R-expressing cells, MTII-stimulated cAMP, LANCE TR-FRET. inhibition, % at 6.5 µM. hit rate 0.48% among 360,000;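 active = inhibition above its plate's cutoff, the mean of tested wells on that plate plus 3 SD, cut at about 29% in these data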;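 also: 0% = Melanotan II alone and 100% = Melanotan II plus saturating MCL0020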
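Assay system: human MC4R-expressing U2OS cells; reagent: Melanotan II stimulation of cells; dosing: 6.5 µM single dose; timing: compound 30 min, challenge 1 h, detection 1 h; signal: TR-FRET cAMP assay; replicates: one well per compound, no replicates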
TLR9-MyD88 block: TLR9-MyD88 interaction inhibition; Q9NR96+Q99836; CHO BLA complementation TLR9-MyD88, CCF4 FRET ratio; inhibition, % at 4.98 µM; hit rate 0.21% among 340,000;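 active = inhibition above the mean over all tested compounds plus 3 SD, cut at about 21% in these data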;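 also: 0% = DMSO only wells and 100% = clavulanate BLA inhibitor control wells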
Target sequence (Q99836 whole entry, looked up): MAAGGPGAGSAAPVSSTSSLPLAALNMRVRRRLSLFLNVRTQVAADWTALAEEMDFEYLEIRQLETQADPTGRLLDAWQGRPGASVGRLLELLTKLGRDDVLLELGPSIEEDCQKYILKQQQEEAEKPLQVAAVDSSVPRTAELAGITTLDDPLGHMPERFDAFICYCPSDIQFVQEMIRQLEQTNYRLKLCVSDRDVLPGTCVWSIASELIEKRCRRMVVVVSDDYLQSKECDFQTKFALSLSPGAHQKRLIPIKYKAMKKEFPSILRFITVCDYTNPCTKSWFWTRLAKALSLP
Target sequence (Q9NR96 whole entry, looked up): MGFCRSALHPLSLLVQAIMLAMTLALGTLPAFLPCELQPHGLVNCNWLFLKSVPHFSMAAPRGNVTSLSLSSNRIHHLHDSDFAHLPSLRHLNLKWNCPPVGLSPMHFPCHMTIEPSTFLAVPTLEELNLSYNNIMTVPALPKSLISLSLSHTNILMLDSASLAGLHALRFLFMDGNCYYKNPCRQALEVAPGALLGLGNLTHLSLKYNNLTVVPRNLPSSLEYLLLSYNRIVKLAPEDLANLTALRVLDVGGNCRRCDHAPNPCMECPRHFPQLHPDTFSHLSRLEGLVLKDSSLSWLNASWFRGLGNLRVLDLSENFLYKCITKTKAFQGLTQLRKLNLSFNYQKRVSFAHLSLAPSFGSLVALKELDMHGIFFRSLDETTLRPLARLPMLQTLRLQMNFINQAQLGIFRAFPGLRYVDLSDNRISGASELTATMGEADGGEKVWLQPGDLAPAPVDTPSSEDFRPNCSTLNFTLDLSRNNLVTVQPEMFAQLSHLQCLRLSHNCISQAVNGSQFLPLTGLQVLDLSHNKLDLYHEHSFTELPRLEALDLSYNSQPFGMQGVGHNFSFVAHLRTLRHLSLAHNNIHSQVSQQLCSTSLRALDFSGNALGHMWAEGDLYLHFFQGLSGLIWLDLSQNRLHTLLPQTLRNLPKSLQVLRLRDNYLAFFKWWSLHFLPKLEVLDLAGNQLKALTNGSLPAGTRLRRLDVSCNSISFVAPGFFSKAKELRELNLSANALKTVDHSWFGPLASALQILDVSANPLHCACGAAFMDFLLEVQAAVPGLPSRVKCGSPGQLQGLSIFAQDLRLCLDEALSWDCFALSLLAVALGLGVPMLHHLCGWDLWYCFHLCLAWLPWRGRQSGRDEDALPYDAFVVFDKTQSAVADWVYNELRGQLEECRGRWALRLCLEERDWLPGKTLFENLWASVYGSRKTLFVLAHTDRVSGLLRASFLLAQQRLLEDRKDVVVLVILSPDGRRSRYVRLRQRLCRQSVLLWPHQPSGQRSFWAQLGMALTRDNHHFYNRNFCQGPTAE
Numbers without * were called inactive; x = no result given. The list is partial. The share of hits here may be higher or lower than overall.

Structure,MC4R barr agon,LRH-1 inv ag,EBV LMP1 NFkB,SRC1 inh,NOD2 RIPK2 PPI,ABHD5 PLIN5 PPI,SRC2 inh,NCOA3 inh,NR2F2 inh,MC4R antagonist,TLR9-MyD88 block
CC(=O)c1ccc(NC(=O)c2ccc3c(Cl)c4c(nc3c2)CCCC4)cc1,5.9,4.6,3.5,-9.1,-5.4,0.6,-0.3,13.0,8.9,28.0,-0.8
CC(=O)N/C(=N\c1nc(C)cc(C)n1)Nc1ccc2ccccc2c1,-0.2,-20.8,-20.7,7.6,5.6,-10.0,-15.3,11.8,-25.2,8.3,-3.0
N#C/C(=C/c1ccc(-c2ccc([N+](=O)[O-])cc2)o1)C(=O)Nc1nc(-c2cccs2)cs1,-0.9,14.9,-5.5,1.0,-3.9,-5.1,-12.8,-3.0,-5.5,7.4,-9.7
O=[N+]([O-])c1ccc2c(c1)Cc1cc(F)ccc1-2,-2.2,-27.6,2.8,7.1,-16.8,-0.3,10.9,9.3,0.0,-5.1,-5.0
COC(=O)[C@@]12C[C@@H](CC(=O)NCCC(C)C)C(=O)N(Cc3ccc4c(c3)OCO4)C1=CCC(C)(C)C2,x,-8.3,x,x,3.6,5.2,-13.0,x,-2.9,x,x
Cc1cc[n+](C(C)C(=O)c2ccc(-c3ccccc3)cc2)cc1 (configuration not stated),-3.2,36.9,15.4,7.6,-1.5,3.5,2.2,34.3,34.6,5.7,-8.3
Cc1nc(N2CCN(c3ccccc3)CC2)nc2c1C(=O)CCC2,-1.3,-8.1,9.1,0.2,-2.7,-7.8,14.2,12.2,21.9,0.0,0.5
O=C(C1COc2ccccc2O1)N1CCn2c(nc3ccccc32)C1 (configuration not stated),-0.6,-30.9,2.3,12.8,-4.6,3.7,-13.7,-12.5,0.1,13.8,-0.6
Cc1ccc2nc(-c3cccnc3)oc2c1,0.5,-118.8,-22.9,-79.5,4.7,4.8,-21.8,-76.5,-48.6,-2.0,6.2
COc1cccc2sc(N3CCN(C(=O)c4cccs4)CC3)nc12,-3.9,-11.7,4.8,-2.1,-3.9,-6.7,-10.4,1.6,-13.2,-1.5,-2.8
CCC(=O)N1CCc2cc(S(=O)(=O)NC(C(=O)NCc3ccc(F)cc3)C(C)C)ccc21 (configuration not stated),1.3,-3.6,4.6,3.0,-5.2,-1.8,-7.3,12.1,-1.5,1.4,-7.5
Cc1ccccc1C(=O)Oc1ccccc1C(=O)N1CCOCC1,-0.6,9.0,0.4,7.5,4.0,-1.4,10.3,11.3,14.7,-0.1,-2.0
O=S(=O)(c1cccc(F)c1)N1CCCN(c2ccc(C(F)(F)F)cn2)CC1,5.0,-1.7,-5.6,8.3,-11.7,-2.4,9.9,-1.8,-16.8,0.9,x
Cc1cc(C)n(-c2ccc(C(=O)N3CCN(S(=O)(=O)c4ccc(OC(F)(F)F)cc4)CC3)cc2)n1,0.8,12.7,1.5,8.2,3.8,-0.5,-1.1,0.8,20.9,-0.8,-10.9
O=C(OCC#CCSc1nnc(-c2cccc3ccccc23)o1)c1ccc(Br)cc1,-1.5,-5.7,13.2,-8.9,3.2,0.6,-14.3,-13.7,2.1,10.7,-7.0
O=C(O)c1cc(C(F)(F)F)nc2ccccc12,-1.6,-16.5,-4.7,-12.0,-13.4,-7.2,14.3,-25.6,-11.6,3.8,-3.4
COc1cc(CN2CCC(n3nccc3NC(=O)C3CC3)CC2)cc(OC)c1,-3.0,8.1,7.8,-11.4,-2.6,0.1,-27.8,-21.7,24.0,-0.2,4.0
COc1ccc(-c2noc(CCC(=O)N3CCC(c4cc(C)ccc4C)CC3)n2)cc1,1.8,-4.7,-2.9,-6.8,-11.1,-3.8,-0.3,-13.1,-3.9,1.8,-2.5
COc1ccc(CC(=O)NC(C)c2ccc(S(N)(=O)=O)cc2)cc1S(=O)(=O)N1CCOCC1 (configuration not stated),-2.1,11.9,6.1,-5.9,-15.5,2.5,-32.2,20.6,-10.3,1.6,-18.1
CCOc1ccc(S(=O)(=O)N(C)c2ccc(OCC(=O)NCC3CCCCC3)cc2)cc1,-1.0,-27.6,-23.3,3.8,7.0,7.5,-4.8,-12.3,14.2,7.0,-1.1
CCN1C(=O)C(CC(=O)Nc2c(C)cccc2C)Nc2cc(S(=O)(=O)N(C)C)ccc21 (configuration not stated),-1.1,19.7,2.5,-20.9,3.1,-7.4,-9.3,12.6,-7.5,-0.6,6.6
CCc1nn(CC(=O)NCCc2ccc(Cl)cc2)c(=O)c2cccn12,2.6,16.4,0.7,7.9,-4.4,10.0,-18.8,-10.8,-14.6,0.7,-5.7
COc1ccc2cc(CO)c(Cl)nc2c1,-1.9,-0.8,1.9,-25.1,1.1,-6.6,3.7,-2.5,14.7,-2.6,-1.2
CCCc1[nH][nH]c(=O)c1C(c1cccc(Cl)c1)C(C#N)C#N (configuration not stated),0.3,0.5,2.1,-1.1,7.0,-2.2,6.5,0.3,8.0,0.7,7.8
CCCCOCCCNC(=S)Nc1ccc(S(=O)(=O)N2CCOCC2)cc1,-1.6,-15.9,8.3,-10.3,-8.2,-0.1,13.8,5.2,1.8,11.4,9.7
CCNC(=S)N/N=C/c1cn(Cc2ccc(F)cc2)c2ccccc12,2.3,36.6,-2.7,-4.9,8.2,-4.1,-2.3,19.8,8.3,-38.6,9.6
CCOC(=O)c1c(C)[nH]c(C(=O)NCC(c2ccco2)N2CCCCC2)c1C (configuration not stated),1.0,-28.0,-12.5,-2.5,-1.1,-1.8,21.3,-21.9,9.6,-4.5,1.8
Cc1noc(C)c1-c1nc(CS(=O)(=O)c2ccccc2)no1,-3.2,-7.1,-2.6,14.3,-1.9,0.1,13.0,-5.0,15.9,12.8,6.0
COc1ccc(CNC(=O)Cn2cnc3c(SC)nc(N)nc32)cc1,-3.5,3.5,6.2,-7.3,-11.3,-4.7,1.5,3.8,30.6,10.4,-4.4
CC1Cc2ccccc2N1C(=O)c1cc2c(=O)n3ccccc3nc2n1C (configuration not stated),0.2,-36.2,-0.3,14.5,1.6,1.1,-6.4,14.2,0.8,0.3,-6.9
O=C(O)CCc1nc(-c2ccccc2)no1,2.2,-1.8,0.2,-1.1,-2.1,1.0,11.2,-2.7,7.0,7.3,-3.3
Cn1c(-c2ccc(C(=O)c3ccccc3)s2)nc2ccccc21,4.2,-132.8,-23.1,-94.7,-0.1,-0.8,-67.0,-41.5,-67.4,-5.1,5.9
Cc1cc(Oc2ccc(Cl)cc2)nc(-c2ccccc2O)n1,0.9,-5.9,2.1,-7.5,-6.8,-2.9,-4.0,-0.3,1.9,-0.5,-2.3
O=C(CCN1C(=O)C2CCCCC2C1=O)N1CCN(S(=O)(=O)c2ccccc2)CC1 (configuration not stated),0.0,-7.6,-1.1,8.6,4.5,0.0,-17.6,8.8,-22.3,9.6,-4.6
COc1ccc(CNC(=O)OC2CC3CC2[C@H]2CCCCN2C3=O)cc1 (some centres not stated),x,-8.6,x,x,-2.3,-12.0,-18.3,x,-10.5,x,x
O=C(NCc1ccccc1)c1c(F)c(F)c(F)c(F)c1F,0.2,4.0,-7.3,-9.2,0.8,0.6,-2.8,6.9,-0.4,8.2,4.0
Cc1cccc(NCCC(=O)c2ccc([N+](=O)[O-])cc2)c1C,3.5,-3.0,-3.1,-5.4,-0.4,-2.7,11.0,-19.2,11.1,-8.7,-12.8
COCC(=O)Nc1c(C(=O)Nc2ccc3c(c2)OCO3)oc2ccccc12,-1.3,-7.6,-23.3,-26.0,-1.3,-7.4,-21.9,-64.4,-43.8,1.0,-8.6
O=C(Nc1nccs1)c1csc2c1CCCC2,-1.3,-24.1,-42.7,-60.6,-0.5,-9.0,-8.7,-11.6,-23.0,2.1,1.8
CNS(=O)(=O)c1ccc(C(=O)NCC(=O)NCCC(c2ccccc2)c2ccccc2)cc1,-0.9,-22.3,2.8,5.7,-7.8,3.8,19.0,-6.9,-5.2,13.9,-15.5

Whole records as entered above. Screens in order: MC4R barr agon	LRH-1 inv ag	EBV LMP1 NFkB	SRC1 inh	NOD2 RIPK2 PPI	ABHD5 PLIN5 PPI	SRC2 inh	NCOA3 inh	NR2F2 inh	MC4R antagonist	TLR9-MyD88 block
CCN1C(=O)C(CC(=O)Nc2c(C)cccc2C)Nc2cc(S(=O)(=O)N(C)C)ccc21 (configuration not stated) in the list: -1.1	19.7	2.5	-20.9	3.1	-7.4	-9.3	12.6	-7.5	-0.6	6.6
Cc1cc(Oc2ccc(Cl)cc2)nc(-c2ccccc2O)n1 in the list: 0.9	-5.9	2.1	-7.5	-6.8	-2.9	-4.0	-0.3	1.9	-0.5	-2.3

The results go on:
Structure,MC4R barr agon,LRH-1 inv ag,EBV LMP1 NFkB,SRC1 inh,NOD2 RIPK2 PPI,ABHD5 PLIN5 PPI,SRC2 inh,NCOA3 inh,NR2F2 inh,MC4R antagonist,TLR9-MyD88 block
O=C(Cc1ccc([N+](=O)[O-])cc1)N/N=C/c1ccccc1F,0.5,4.6,-3.8,-6.5,4.8,-10.5,7.0,-6.7,8.3,11.2,-10.8
COc1ccc(OCC(=O)N/N=C/c2ccncc2)cc1,-1.3,5.2,-0.3,15.4,-7.5,-1.8,-9.5,7.7,10.4,12.5,12.6
COC(=O)C1=C(C)Nc2c(c(=O)n(C)c(=O)n2C)C1c1ccncc1 (configuration not stated),0.0,-2.5,-3.1,0.6,-3.9,-1.2,10.7,-5.6,-3.2,4.0,6.5
CCN(CC)C(=O)CN(c1ccc(C)cc1)S(=O)(=O)c1ccc(SC)cc1,-1.1,16.3,-0.9,-5.8,3.3,-4.3,5.2,-17.0,21.1,3.0,-4.6
CN(C)S(=O)(=O)c1ccc2c(c1)nc(CCC(=O)Nc1ccc3c(c1)OCO3)n2C,-0.5,16.1,11.6,-4.6,2.6,-0.1,-2.8,-1.1,-0.3,5.1,2.7
